STEP inh = blocks human striatal-enriched tyrosine phosphatase | P54829 | recombinant STEP, OMFP fluorogenic substrate, fluorescence | inhibition, % at 20 µM | 0.25% of 360,000 active | AID 588621;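 active means inhibition at 20 µM, scaled per plate between control wells, above about 37%, limit read from the data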;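 further: 0% = DMSO with enzyme and substrate and 100% = substrate only without enzyme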
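Assay system: isolated STEP enzyme. Buffer or medium: pH 6.0 Bis-Tris with DTT and Tween 20. Also added: fluorogenic phosphatase substrate OMFP at 25 µM final. Dosing: 20 µM, 1% DMSO. Timing: 20 min reaction, room temperature, in the dark. Measured by: fluorescence intensity, excitation 480 nm, emission 540 nm. Evaluation: normalized % inhibition.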
NadD block = NadD (S. aureus) enzyme inhibition; inhibition, % at 20 µM; purified NadD enzyme, colorimetric absorbance read-out; 0.78% of 360,000 active; AID 602399; in the data active means inhibition above about 26%; further: some compounds past the cut are filed as inactive
CSN inh = CSN deneddylation inhibition | Q92905 | Purified CSN, SCF-Nedd8-OG deneddylation, fluorescence polarization | inhibition, % at 12.5 µM | 0.38% of 360,000 active;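 active means pattern-corrected inhibition above about 35%, with an unprinted fluorescence ratio check between 0.5 and 1.5, limit read from the data, passing the limit was not always enough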;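 further: 0% = enzyme with substrate and 100% = substrate without enzyme; some results filed as inactive read as strong as hits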
Target sequence (Q92905 whole entry, looked up, one chain of several): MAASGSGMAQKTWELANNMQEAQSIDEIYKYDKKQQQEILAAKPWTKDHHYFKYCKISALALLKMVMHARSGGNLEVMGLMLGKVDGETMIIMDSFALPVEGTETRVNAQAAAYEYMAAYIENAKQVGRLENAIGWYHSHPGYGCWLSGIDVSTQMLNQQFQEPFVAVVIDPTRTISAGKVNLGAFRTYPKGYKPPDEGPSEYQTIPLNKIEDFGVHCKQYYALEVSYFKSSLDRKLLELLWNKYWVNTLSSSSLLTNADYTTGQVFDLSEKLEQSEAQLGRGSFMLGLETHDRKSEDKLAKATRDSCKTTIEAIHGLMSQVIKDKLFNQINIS
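assay system = purified human Csn5 enzyme expressed in HEK293T cells | amount = 0.24 nM enzyme | buffer or medium = Tris/NaCl/DTT buffer, pH 7.5 | reagent = 10 nM SCFSkp2-Nedd8OG | compound = one concentration, 12.5 µM, 0.25% DMSO | times = 90 min reaction at room temperature | signal = FP | read-out basis = % inhibition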
Scp1 inh = blocks human Scp-1 phosphatase activity | Recombinant Scp1, phosphopeptide, malachite green phosphate absorbance | inhibition, % at 20 µM | AID 493091 | Q9GZU7 | 0.88% of 340,000 active;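 active means inhibition above about 50% at 20 µM, limit read from the data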;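 further: plate controls were DMSO wells with enzyme for no effect and wells lacking enzyme for full effect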
Target sequence (Q9GZU7 76-261 limits assumed): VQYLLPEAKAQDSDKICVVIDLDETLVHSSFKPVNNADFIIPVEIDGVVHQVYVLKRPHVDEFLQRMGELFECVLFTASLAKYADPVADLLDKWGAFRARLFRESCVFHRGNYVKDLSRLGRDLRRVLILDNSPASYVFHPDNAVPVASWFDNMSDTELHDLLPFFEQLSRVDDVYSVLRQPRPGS
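Test system: SCP-1 catalytic domain; Buffer or medium: Acidic Tris acetate buffer with magnesium and detergent; Also added: Phosphorylated 17-residue peptide substrate; Compound: single 20 µM dose, 1% DMSO; Schedule: enzyme reaction 45 min at room temperature, colour 5 min, stabilisation 30 min; Signal: Phosphate-binding colour reagent, absorbance read at 630 nm.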
DNMT1 inh = inhibitors of human DNMT1; 0.83% of 360,000 active; inhibition (reported as % activation of signal), % at 10 µM; DNMT1 molecular beacon, Hinp1I cleavage, fluorescence; P26358; in the data active means inhibition above about 50%
SUMO1-SIM PPI = SUMO1-SIM interaction modulation; P63165; SUMO1 binding to a labelled peptide, TR-FRET, 1 h; inhibition, % at 20 µM; 0.33% of 360,000 active; in the data active means inhibition above about 37%
Target sequence (P63165 whole entry, looked up): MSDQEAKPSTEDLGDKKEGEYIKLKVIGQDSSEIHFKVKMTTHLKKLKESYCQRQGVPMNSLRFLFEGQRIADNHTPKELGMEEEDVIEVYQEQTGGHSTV
Rpn11 block = blocks the human proteasome subunit Rpn11; calls only at 20 µM; O00487; human 26S proteasome, Ub4-pepOG fluorescence polarization; 20S core pre-blocked with epoxomicin; 0.59% of 360,000 active;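 active means inhibition at 20 µM, scaled to each plate's controls, above about 33%, limit read from the data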
Neddylation inh = inhibitors of human cullin neddylation | calls only at 25 µM | AID 651699 | P61081+Q13564 | 0.58% of 360,000 active | TR-FRET cullin neddylation, biochemical; in the data active means inhibition above about 36%
Rin1 Abl inh = inhibitors of human Rin1-Abl protein interaction; P00519+Q13671; inhibition, % at 7.35 µM; 0.4% of 360,000 active; TR-FRET Rin1/Abl binding, biochemical; in the data active means inhibition above about 5%, passing the limit was not always enough
LMPTP block = blocks human LMPTP phosphatase; P24666; 0.22% of 360,000 active; AID 651560; recombinant LMPTP-A, OMFP fluorogenic substrate, fluorescence intensity; inhibition, % at 20 µM;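 active means compounds that cut the enzyme signal by at least half of the control window in the single-dose screen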;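 further: plate controls were DMSO wells with enzyme plus substrate for no effect and substrate without enzyme for full effect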
Target sequence (P24666 whole entry, looked up): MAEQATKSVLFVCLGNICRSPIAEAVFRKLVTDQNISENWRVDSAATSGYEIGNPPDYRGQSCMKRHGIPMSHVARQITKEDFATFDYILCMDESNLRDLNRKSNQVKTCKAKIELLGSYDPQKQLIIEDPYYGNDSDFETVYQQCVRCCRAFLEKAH
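Test system – LMPTP-A enzyme · Amount – LMPTP-A at 0.625 nM final in the reaction · Buffer or medium – Bis-Tris pH 6.0, DTT, detergent · Reagent – OMFP 400 µM · Doses – single 20 µM dose · Schedule – reaction 50 min, room temperature, dark · Detection – fluorescence intensity of OMFP turnover product · Evaluation – percent inhibition versus substrate-only and uninhibited controls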
The depositor's hits bear a star; i = inactive; / = not tested or not shown; & = joins results of further samples.

Compound,SUMO1-SIM PPI,CSN inh,LMPTP block,Rpn11 block,Neddylation inh,Scp1 inh,Rin1 Abl inh,NadD block,STEP inh,DNMT1 inh
CCOC(=O)c1c(-c2ccc(F)cc2)csc1NC(=O)CCN1C(=O)c2ccccc2C1=O,-2,-5,1.6,i,i,-21,-3,-6,4,4
O=C(COC(=O)c1nc(Cl)ccc1Cl)Nc1cccc(S(=O)(=O)N2CCOCC2)c1,-5,-3,1.0,i,i,-8,1,1,-1,0
CC(C)(C)OC(=O)N(Cc1ccccc1)Cc1ccc(OCc2cccc(NC(=O)C3CC3)c2)cc1,0,2,2.9,i,i,-4,3,-4,-1,1
CS(=O)(=O)N(CC(=O)NCCSc1ccc(Cl)cc1)c1ccc2c(c1)OCO2,-5,1,0.9,i,i,3,5,-3,-1,-2
COc1ccc(NC(=O)c2ccc(CNS(=O)(=O)c3cccc(OC)c3)cc2)cc1,1,2,-2.1,i,i,-6,-1,-5,-3,7
COc1ccc(OC)c(N2C(=O)CC(Cc3ccc(Cl)cc3)C2=O)c1 (stereo not drawn),0,1,0.0,i,i,-13,-1,-8,0,1
O=[N+]([O-])c1cccc(Cl)c1N1CCOCC1,-3,-1,-1.2,i,i,-6,0,-1,-4,4
COc1cccc(NC(=O)C(=O)c2cn(CC(=O)N3CCOCC3)c3ccccc23)c1,-16,3,0.6,i,i,-11,-1,4,0,-3
COc1ccccc1N(CN1CCCC1=O)C(=O)c1c(F)cccc1F,-5,-1,-1.0,i,i,-2,3,6,-12,-1
Cn1c(-c2ccc(C#N)cc2)c(C#Cc2ccccc2)c2ccccc21,-1,-2,2.3,i,i,-4,-4,4,3,9
CC(Sc1nncs1)C(=O)Nc1ccc(Cl)cn1 (stereo not drawn),-3,-14,-1.6,i,i,-10,0,-2,1,3
Cn1nc(C(=O)NCc2ccccn2)c2ccccc2c1=O,-3,-5,-1.3,i,i,-2,2,5,-1,0
COC(=O)[C@@]1(Cc2ccc(F)cc2)[C@H]2c3cc(C(=O)N(C)C)n(Cc4ccc(C)c(F)c4F)c3C[C@H]2CN1C(=O)c1ccccc1,7,4,3.2,/,i,/,/,0,/,/
CC(=O)N(C)c1ccc(NC(=O)c2ccc([N+](=O)[O-])cc2Cl)cc1,-24,0,-1.9,i,i,-2,-1,3,0,-4
Nc1nnnn1N=C1CCCCC1,2,2,-0.2,i,i,22,1,8,-2,3
O=C(N/N=C/c1ccc(N2CCOCC2)cc1)c1cccs1,-17,1,0.1,i,i,-1,1,7,4,-7
CCCCC(CC)CNC(=O)c1ccc2c(c1)OCO2 (stereo not drawn),-1,1,-0.6,i,i,-5,0,-6,-1,12
CCn1cnc2sc(C(=O)N3CCN(c4ccc(OC)cc4)CC3)c(C)c2c1=O,2,0,-0.1,i,i,5,1,-1,2,-3
Cc1cccc(NC(=O)CN2CCN(C(=O)c3ccc(OCc4cn5ccccc5n4)cc3)CC2)c1C,6,3,3.6,i,i,9,1,12,2,8
CC(=O)/C=C(/C)NC(Cc1c[nH]c2ccccc12)C(=O)O (stereo not drawn),0&0,3&1,-1.6&-3.5,i,i,-6&-13,0&2,2&-3,0&3,5&0
CCOC(=O)Cc1csc(NC(=O)CSc2nc(C)cc(C)n2)n1,1,-1,0.3,i,i,3,3,-4,-2,-2
COc1cccc(C2NC(=O)c3sc(=S)n(-c4ccccc4)c3N2)c1 (stereo not drawn),-10,11,-0.4,i,i,-9,-6,2,-4,-3
Cc1ccc(-n2nnnc2SCC(=O)N2CCc3ccccc3C2)c(C)c1,0,-3,0.3,i,i,-8,2,0,1,-11
O=C(CN1CCCC1=O)NC1(C(F)(F)F)NC(=O)N(Cc2ccccc2)C1=O (stereo not drawn),3,-2,-1.0,i,i,-9,-2,-6,1,2
C=C[C@@H]1c2ccccc2N(S(=O)(=O)c2ccc(C)cc2)[C@H](c2ccc(C(=O)OC)cc2)C1(C#N)C#N,1,-4,2.7,i,i,-14,0,12,3,-5
N#Cc1ccc(NC(=O)COC(=O)c2cccnc2Cl)cc1,2,1,-1.5,i,i,-2,-1,0,-2,-1
Cc1nn(C)c(C)c1NC(=S)Nc1ccc(S(=O)(=O)Nc2ncccn2)cc1,6,1,-1.7,i,i,-7,1,4,-4,3
COc1ccc(Br)cc1CN(C)CC(=O)Nc1ccccc1Cl,-1,-15,1.6,i,i,1,0,1,0,0
O=C(c1ccco1)N1CCN(Cc2cc(=O)c(OCc3c(F)cccc3Cl)co2)CC1,-4,-5,-0.3,i,i,1,4,2,-2,0
O=C1CCCN1c1ncc(S(=O)(=O)c2ccc([N+](=O)[O-])cc2)s1,-33,1,-0.9,i,i,-7,-1,-8,-2,-4

Compound,SUMO1-SIM PPI,CSN inh,LMPTP block,Rpn11 block,Neddylation inh,Scp1 inh,Rin1 Abl inh,NadD block,STEP inh,DNMT1 inh
O=C(CCl)N1CCN(CC(=O)N2CCCC2)CC1,4,1,-7.4,i,i,-4,2,-3,-5,-2
CCN(CC(=O)NCc1ccc(Cl)cc1)C(=O)c1cc(OC)cc(OC)c1,1,-2,-1.1,i,i,-5,4,-6,-2,-1
COc1cccc(CN(C)CC2CCCN(CCc3ccc(Cl)cc3)C2)c1OC (stereo not drawn),3,1,0.5,i,i,-6,-5,1,4,-3
CCOc1ccc(-n2cc(-c3ccccc3)c3c(=S)nc[nH]c32)cc1,8,8,0.7,i,i,-11,0,8,1,-4
CC(C)CCN=Cc1c(O)n(-c2ccccc2)c(=O)c2ccccc12,-8,-1,-0.5,i,i,-8,2,-9,-1,-4
COc1cccc(NC(=O)c2ccc3c(O)c(S(=O)(=O)c4ccccc4)c(=O)[nH]c3c2)c1,27,-2,-2.3,i,i,-4,2,-1,0,1
Cc1ccc(-c2ocnc2C(=O)Nc2ccccc2NC(=O)c2ccccn2)cc1,-2,1,0.9,i,i,3,1,4,-2,3
O=C(Nc1cc(C(F)(F)F)ccc1N1CCCCC1)C1=COCCO1,3,0,4.9,i,i,/,-2,4,3,16
CN(C(=O)COC(=O)CN1C(=O)c2cccc([N+](=O)[O-])c2C1=O)c1ccccc1,-29,-7,-0.1,i,i,7,-2,-2,-1,1
NS(=O)(=O)c1ccc(CCNC(=O)COC(=O)Cc2ccc([N+](=O)[O-])cc2)cc1,-26,-1,0.4,i,i,-14,-3,3,-3,-5
CCOC(=O)c1cc(CC)sc1NC(=O)COC(=O)c1cnccn1,0,-2,-0.3,i,i,-4,6,1,0,0
Nc1nc(SCC(=O)C23CC4CC(CC(C4)C2)C3)n[nH]1,-2,-1,-1.7,i,i,-1,-1,9,-2,-1
CC(C)(C)OC(=O)NCCCCCc1nnc(SCc2cccc(F)c2)o1,4,-1,1.1,i,i,-11,-2,-1,-1,0
CN(Cc1ccccc1)C(=O)c1csc([C@@H]2O[C@H](CO)[C@H](O)[C@H](O)[C@H]2O)n1,9,7,-0.4,i,i,/,0,0,-2,5
O=C(NCC(=O)N1CCCC(C(F)(F)F)C1)c1ccc(Br)o1 (stereo not drawn),-21,3,-10,i,i,-6,1,2,1,-2
O=C(CSc1nnc(-c2ccc(Cl)cc2)o1)N1CCOCC1,5,3,2.1,i,i,-11,-2,2,2,1
COC(=O)N1CCCCC1c1cc(C(=O)Nc2ccc(OC)cc2C)no1 (stereo not drawn),0,1,-1.0,i,i,/,-1,2,-1,-1
CCn1c(=O)c2cc(C(=O)N(C)c3cc(C)ccc3OC)sc2c2ccccc21,-5,6,2.3,i,i,3,1,-6,3,-2
Cc1oc(S(=O)(=O)N(C)C)cc1C(=O)Nc1ccc(F)cc1,6,0,-0.1,i,i,-8,-2,0,-4,11
Cc1ccccc1OCCC(=O)N1CCN(S(=O)(=O)c2ccc(F)cc2)CC1,-2,2,-0.3,i,i,-7,8,2,0,1
CN(C)S(=O)(=O)c1cccc(NC(=O)CN2C(=O)NC(Cc3c[nH]c4ccccc34)C2=O)c1 (stereo not drawn),-2,-8,-0.3,i,i,5,1,-3,-2,-6
COC(=O)c1sc(S(=O)(=O)NCCCN(C)C)c(C(=O)OC)c1C,-3,-4,-0.5,i,i,2,-4,-4,0,2
OCc1cc(Br)ccc1OCc1nc2ccccc2s1,1,6,1.3,i,i,-3,0,-6,0,-1
Cc1ccc2c(c1)/C(=C/c1ccccc1C)C(=O)N2,-4,2,1.4,i,i,9,2,-5,-4,3
CC(C)c1ccc(NC(=O)C(c2ccccc2)N(Cc2ccco2)C(=O)CC2NC(=O)NC2=O)cc1 (stereo not drawn),0,-2,-0.4,i,i,-11,1,-5,-2,0
CC(CCn1cccn1)NC(=O)CCc1nnc(CCc2ccccc2)o1 (stereo not drawn),0,3,-1.5,i,i,-5,2,2,-3,2
O=C1C(C2=NC(c3ccccn3)C3C(=O)N(c4ccc(OC(F)(F)F)cc4)C(=O)C23)=C(O)c2ccccc21 (stereo not drawn),4,3,-4.3,i,/,-1,-2,14,1,27
COc1cccc(CN(C(=O)c2ccccc2Br)C2CCS(=O)(=O)C2)c1 (stereo not drawn),1,8,-0.7,i,i,-5,-2,-4,-2,0
Cc1cc(-c2ccccc2)nc(N/N=C/c2cccnc2)n1,-10,2,0.2,i,i,3,1,5,-1,0
COc1ccc(CN2C(=O)C(=O)N(CC(N)=O)C2=O)cc1,1,-4,-1.2,i,i,-8,-1,-3,0,-1

Compound,SUMO1-SIM PPI,CSN inh,LMPTP block,Rpn11 block,Neddylation inh,Scp1 inh,Rin1 Abl inh,NadD block,STEP inh,DNMT1 inh
CCN(C(=O)CSc1nnc(-c2c[nH]c3ccccc23)o1)C1CCS(=O)(=O)C1 (stereo not drawn),0,-2,0.4,i,i,-24,4,7,0,0
CCn1c2ccccc2c2cc(NC(=O)c3ccco3)ccc21,0,17,1.6,i,i,-5,0,9,-4,-5
CNC(=O)c1ccsc1NC(=O)c1ccc(S(=O)(=O)N2CCc3ccccc32)cc1,6,-2,8.9,i,i,-16,-1,12,-2,-25
Cc1cc(NC(=O)CSc2nnc(-c3cccs3)n2N)no1,-3,3,1.2,i,i,2,2,-2,1,5

Record cards, from the list above.
`CCN(C(=O)CSc1nnc(-c2c[nH]c3ccccc23)o1)C1CCS(=O)(=O)C1` (stereo not drawn) is entered as SUMO1-SIM PPI = 0; CSN inh = -2; LMPTP block = 0.4; Rpn11 block = i; Neddylation inh = i; Scp1 inh = -24; Rin1 Abl inh = 4; NadD block = 7; STEP inh = 0; DNMT1 inh = 0
`Cc1cc(NC(=O)CSc2nnc(-c3cccs3)n2N)no1` is entered as SUMO1-SIM PPI = -3; CSN inh = 3; LMPTP block = 1.2; Rpn11 block = i; Neddylation inh = i; Scp1 inh = 2; Rin1 Abl inh = 2; NadD block = -2; STEP inh = 1; DNMT1 inh = 5
